# POLI inh = qHTS for Inhibitors of Polymerase Iota | DNA polymerase iota (Homo sapiens), Q9UNA4 | Pol iota fluorescent replication assay, 10 min | Potency, µM (highest dose often 115 µM), for inactives: top-dose activity, negative = inhibition, actives largely listed as inhibitors | hit rate 1% among 390,000
# Target sequence (Q9UNA4 whole entry, looked up): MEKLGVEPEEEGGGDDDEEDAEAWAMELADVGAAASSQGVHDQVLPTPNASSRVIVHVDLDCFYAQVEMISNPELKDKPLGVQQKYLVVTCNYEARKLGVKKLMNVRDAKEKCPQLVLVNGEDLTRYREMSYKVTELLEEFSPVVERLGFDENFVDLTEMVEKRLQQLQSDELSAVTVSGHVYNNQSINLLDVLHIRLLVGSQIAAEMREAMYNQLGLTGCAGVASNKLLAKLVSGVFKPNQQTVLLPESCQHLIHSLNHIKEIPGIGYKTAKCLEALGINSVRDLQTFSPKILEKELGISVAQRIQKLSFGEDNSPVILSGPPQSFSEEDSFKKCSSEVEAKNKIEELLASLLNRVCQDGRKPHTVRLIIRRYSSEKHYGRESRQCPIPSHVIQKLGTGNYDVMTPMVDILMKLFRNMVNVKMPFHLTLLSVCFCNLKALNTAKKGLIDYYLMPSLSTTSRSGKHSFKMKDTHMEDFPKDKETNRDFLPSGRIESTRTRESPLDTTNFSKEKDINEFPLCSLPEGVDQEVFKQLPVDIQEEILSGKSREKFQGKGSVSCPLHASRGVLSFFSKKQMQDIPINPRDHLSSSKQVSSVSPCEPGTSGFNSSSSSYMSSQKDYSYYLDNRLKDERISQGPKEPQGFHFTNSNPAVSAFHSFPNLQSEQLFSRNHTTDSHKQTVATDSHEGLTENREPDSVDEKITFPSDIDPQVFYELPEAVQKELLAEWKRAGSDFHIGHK
#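 Pol iota at 10 nM preincubated 15 min with compounds at room temperature; reaction started with fluorescent substrate, 50 nM final. Fluorescence read kinetically at 0 and 10 min; buffer-only wells as negative control.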
# BLM helicase inh = qHTS Assay for Inhibitors of Bloom's syndrome helicase (BLM) | RecQ-like DNA helicase BLM (Homo sapiens), P54132 | recombinant BLM DNA unwinding, fluorescence dequenching | Potency, µM (top dose mostly 56.1 µM), without a hit: at the highest dose activity change, negative = inhibition, usual class: inhibitors | hit rate 0.2% among 350,000 | AID 2528, 2010;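 also: plate controls were vehicle for no effect and no enzyme for full effect; nearly all actives have a fitted effect of over 35% in size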
# POLB inh = qHTS Assay for Inhibitors of DNA Polymerase Beta | Potency, µM (top dose mostly 114 µM), without a hit: at the top dose activity change, negative = inhibition, actives largely listed as inhibitors | Pol beta primer extension/strand displacement, fluorescence kinetic | AID 485314, 2010 | hit rate 1.3% among 340,000; also: % is scaled to controls: 0 for no effect and ±100 for the full control effect
#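 Human Pol beta at 10 nM; strand-displacement substrate 50 nM final. Compound exposure 15 min at room temperature before start, reaction 10 min at room temperature.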
# JMJD2A Tudor inh = qHTS Assay for Inhibitors of JMJD2A-Tudor Domain; AlphaScreen JMJD2A-Tudor / H3K4me3 peptide binding; hit rate 4.4% among 390,000; Potency, µM (doses to about 114 µM), for inactives: top-dose activity change, negative = inhibition, actives largely listed as inhibitors; AID 504339, 2011; Lysine-specific demethylase 4A (Homo sapiens), O75164; also: % is scaled to controls: 0 for no effect and ±100 for the full control effect; nearly all actives have a fitted effect of over 50% in size
# BAZ2B inh = qHTS Assay for Inhibitors of BAZ2B; Bromodomain adjacent to zinc finger domain protein 2B (Homo sapiens), Q9UIF8; AlphaScreen BAZ2B-H3K14Ac peptide displacement; Potency, µM (series often up to 114 µM), inactives show top-dose activity change, negative = inhibition, most hits filed as inhibitors; hit rate 4.4% among 360,000; AID 504333, 2011; also: % is scaled to controls: 0 for no effect and ±100 for the full control effect; nearly all actives have a fitted effect of over 60% in size
#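 Inhibition is scored as reduced AlphaScreen emission. The BAZ2B/b-H3(5-23)K14Ac complex (50 nM each) in PBS pH 7.4, 0.01% Tween-20 meets compound (up to 110 uM) for 30 min at RT before bead addition.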
# Pol eta inh = qHTS for Inhibitors of Polymerase Eta | DNA polymerase eta (Homo sapiens), Q9Y253 | recombinant Pol eta, fluorescent DNA replication assay | Potency, µM (doses to about 114 µM), without a hit: at the highest dose activity change, negative = inhibition, usual class: inhibitors | hit rate 1.2% among 390,000 | AID 588591, 2011; also: % is scaled to controls: 0 for no effect and ±100 for the full control effect
#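 Fluorescent replication assay: 50 nM final substrate added after a 15 min room-temperature compound preincubation with 10 nM enzyme. Signal taken at 0 min and again at 10 min.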
# G9a inh = qHTS Assay for Inhibitors of Histone Lysine Methyltransferase G9a | Histone-lysine N-methyltransferase EHMT2 (Homo sapiens), Q96KQ7 | G9a H3K9 monomethylation, AlphaScreen, 2 h | Potency, µM (highest dose often 102 µM), inactives show at the top dose activity, negative = inhibition, hits mostly inhibitors | hit rate 8.8% among 350,000; also: % is scaled to controls: 0 for no effect and ±100 for the full control effect; nearly all actives have a fitted effect of over 75% in size
#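 Enzyme 20 nM + cpd, 15 min RT; add b-H3K9 pep 500 nM / SAM 20 uM; 2 h RT; anti-H3K9me1 Ab 0.5 ug/mL + SA donor / anti-rabbit acceptor beads 20 ug/mL each, 10 min; AlphaScreen read.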
# POLK inh = qHTS for Inhibitors of Polymerase Kappa. DNA polymerase kappa (Homo sapiens), Q9UBT6. Potency, µM (titrated, usually from 107 µM), without a hit: top-dose activity, negative = inhibition, most hits filed as inhibitors. purified Pol kappa, fluorescent DNA synthesis assay, 10 min. hit rate 0.53% among 400,000; also: % is scaled to controls: 0 for no effect and ±100 for the full control effect
#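 10 nM Pol kappa preincubated 15 min at room temperature with compounds, then reaction started with substrate at 50 nM final. Fluorescence read kinetically at 0 and 10 min; buffer-only wells served as negative control.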
# APE1 inh = qHTS Assay for Inhibitors of the Human Apurinic/apyrimidinic Endonuclease 1 (APE1). DNA repair nuclease/redox regulator APEX1 (Homo sapiens), P27695. recombinant APE1, TAMRA/BHQ-2 abasic DNA cleavage fluorescence. Potency, µM (titrated, usually from 65.8 µM), without a hit: at the highest dose activity change, negative = inhibition, usual class: inhibitors. hit rate 0.35% among 350,000. AID 2517, 2012;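 also: plate controls were vehicle for no effect and reference inhibitor for full effect; nearly all actives have a fitted effect of over 55% in size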
# Target sequence (P27695 whole entry, looked up): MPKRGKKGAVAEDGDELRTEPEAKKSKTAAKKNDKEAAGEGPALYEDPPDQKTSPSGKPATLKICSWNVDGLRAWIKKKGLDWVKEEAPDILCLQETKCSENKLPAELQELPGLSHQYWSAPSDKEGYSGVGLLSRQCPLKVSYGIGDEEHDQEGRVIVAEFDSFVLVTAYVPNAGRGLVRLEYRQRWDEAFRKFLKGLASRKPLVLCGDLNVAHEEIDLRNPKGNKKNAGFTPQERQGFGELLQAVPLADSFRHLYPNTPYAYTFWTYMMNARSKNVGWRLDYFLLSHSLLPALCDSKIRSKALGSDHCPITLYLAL
#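 APE1 at 0.75 nM preincubated 15 min at room temperature with compound. Reaction then started with 50 nM double-stranded THF-abasic substrate labelled with TAMRA/BHQ-2, and 525/598 nm fluorescence read kinetically. Activity taken as third-minus-first read difference, normalized to DMSO and NSC13755 controls.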
# Numbers without * were called inactive; ? = inconclusive; . = no result given; & = joins results of further samples; [ ] = remark or other dose. Calls follow the shape of the dose curve; as a rule, active = well fitted curve in the direction sought with a large enough effect; inconclusive = small, poorly fitted or top-dose-only effect, or another doubt; inactive = no such curve, though single readings can be large; an effect the other way counts as inactive or inconclusive. Potency is read from the fitted curve at half-maximal effect. Not all compounds are listed, so the mix of outcomes need not match the whole.
item	molecule	POLB inh	BLM helicase inh	APE1 inh	POLI inh	JMJD2A Tudor inh	BAZ2B inh	G9a inh	Pol eta inh	POLK inh
1	CCn1ncc(C2=NOC(C(=O)Nc3cccc(C(C)=O)c3)C2)c1C (stereo not given)	37%	1%	10%	-25%	-13%	8%	-8%[2.33 µM]	-9%	-2%
2	CCOC(=O)c1c(-c2ccccc2)oc2ccc(OCC(=O)NNC(=O)CCCC(=O)O)cc12	32%	1%	9%	36%	-12%	6%	-1%[2.33 µM]	-12%	-1%
3	CCN(C(=O)c1cc2cc(OC)ccc2oc1=O)c1cccc(C)c1	-5%	-2%	2%	17%	-6%	8%	18%[59 µM]	-3%	-8%
4	CCc1nc2ccc(C)cc2c(C(=O)Oc2cccc3cccnc23)c1C	5%	-3%	16%	17%	-3%	1%	-36%[12.7 µM]	12%	-3%
5	O=C1C2C3C=CC(c4ccccc4)(C2C(=O)N1c1cccc(Cl)c1)C1C(=O)N(c2cccc(Cl)c2)C(=O)C31 (stereo not given)	2%	-4%	0%	-2%	-8%[57.1 µM]	-10%	?	-17%	-7%
6	CC(C)CC(=O)Nc1ccc2nc(SCC(=O)N3CCCC3)sc2c1	-2%	-2%	.	54%[activator]	-7%	2%	4%[59 µM]	-17%	-6%
7	COc1cc(C2N=C(N)Nc3nc4ccccc4n32)ccc1OCC(=O)O (stereo not given)	2%	-2%	.	?	2%	-12%	0%[59 µM]	.	5%
8	Cc1ccc(S(=O)(=O)/N=C(\CN2CCOCC2)N2CCCC2)cc1	-2%	1%	-1%	36%[activator]	-12%	3%	1%	1%	-8%
9	Cc1ccc(C(NC(=O)N2CCOCC2)=C(Cl)Cl)cc1F	7%	-2%	2%	?	-8%	2%	?	?	-4%
10	CCS(=O)(=O)NCCc1csc(-c2ccccc2)n1	35%	-3%	18%	1%	-10%	4%	-1%[59 µM]	6%	7%
11	COc1ccc(CNC(=O)c2ccc(CS(=O)(=O)c3ccccc3OC)o2)cc1	1%	2%	.	2%	-4%	2%	6%[59 µM]	0%	-17%[60.1 µM]
12	Cc1ccc2c(c1)Cc1nc3ccccc3nc1-2	?	4%	-4%	?	0%	1%	3%	-25%	1%
13	Cc1nn2c(=O)cc(COC(=O)c3ccc(NC(=O)COc4ccc(C)c(C)c4)cc3)nc2s1	3%	-2%	.	3%	-7%	-10%	-44%[59 µM]	-17%	-4%[60.1 µM]
14	Cc1cccc2c(C(=O)N3CCN(C(=O)c4ccco4)CC3)cc(-c3cccc(Br)c3)nc12	3%	-23%	13%	?	-32%	?	?	-8%	-9%
15	CCC1Oc2ccc(C)cc2N(CC(=O)N(Cc2ccc(C)o2)C2CCCC2)C1=O (stereo not given)	-17%	-11%	19%	-9%	-32%	4%	?	-13%	-11%
16	Cc1c(NC(=O)Nc2ccc(Cl)c(C(F)(F)F)c2)c(=O)n(-c2ccccc2)n1C	31%	-1%	.	-2%	5%	4%	6%[59 µM]	0%	1%
17	COc1ccc(CN(Cc2ccc(OC)cc2)S(=O)(=O)c2ccc(-n3cnnn3)c(C)c2)cc1	-1%	-4%	3%	?	-4%	12%	3%[59 µM]	-4%	1%
18	O=[N+]([O-])c1cc(C(F)(F)F)ccc1-n1nnc2ccccc21	1%[57.1 µM]	2%	3%	16%	-22%	-3%	-8%	-10%	3%
19	Nc1c(N(CCC2=CCCCC2)C(=O)COc2ccc(F)cc2)c(=O)[nH]c(=O)n1Cc1ccccc1	.	.	53%[activator]	-3%	3%	-18%	-9%[12.7 µM]	-13%	7%
20	CCN(CC(=O)Nc1sc2c(c1C#N)CCCC2)Cc1nc2ccccc2c(=O)[nH]1	1%	-2%	-1%	110%[activator]	-27%	-14%	-5%	-16%	-3%
21	Cc1ccc(NC(=O)CN(C)S(=O)(=O)c2cccs2)c(Br)c1	?	-4%	35%	12%	2%	7%	-17%	-13%	2%
22	COc1ccc(CC(=O)NCc2nnc(SCC(=O)Nc3nccs3)n2C)cc1	7%	-1%	0%	-14%	9%	-8%	-37%	-2%	20%
23	Cc1ccc(S(=O)(=O)c2c[nH]c3ccc(C)cc3c2=O)cc1	29%	-4%	21%	-12%	-12%	0%	13%	-12%	0%
24	Cc1ccc(-c2csc(NC(=O)COC(=O)c3cccc(S(=O)(=O)N4CCOCC4)c3)n2)cc1	-1%	0%	-9%	1%	-27%[57.1 µM]	2%	-23%	-3%	-22%
25	Cc1ccc2c(c1)sc1nc(=O)n(-c3ccccc3)c(=O)n12	12%	-4%	3%	26%	-5%	2%	28%	-6%	10%
26	O=C(CCCCn1c(=O)c2ccccc2n(CC(=O)NC2CCCC2)c1=O)NC1CCCC1	23%	-1%	15%	16%	-2%[11.4 µM]	9%	15%[2.33 µM]	-7%	-19%
27	O=C(NC(=S)Nc1cccc([N+](=O)[O-])c1)c1ccco1	3%	1%	-1%	133%[activator]	1%	6%	-11%[59 µM]	-8%	-4%
28	CC(C)CN1C(=S)SC(C)(C)C1n1oc(=O)n(-c2ccc(Cl)cc2)c1=O (stereo not given)	-22%	-15%	-9%	9%	-12%	14%	3%[12.7 µM]	-15%	-14%
29	CN1CCN(C(=S)Nc2ccc(S(N)(=O)=O)cc2)CC1	16%	-3%	0%	11%	6%	-19%	40µM*	-3%	3%
30	COc1ccc(CNC(=O)CCS(=O)(=O)c2ccc3c(c2)NC(=O)CS3)cc1	20%	0%	26%	34%[activator]	-23%	-12%[57.1 µM]	?	-9%	-17%
31	COc1ccc(C(=O)NC2CCCc3ccccc32)cc1[N+](=O)[O-] (stereo not given)	30%	-7%	-11%	99%[activator]	-15%	-26%	8%	-26%	-4%
32	CN(C)S(=O)(=O)c1cccc(NC(=O)Cc2ccc(Cl)cc2)c1	39%	-5%	-5%	28%	-10%	15%	28%[59 µM]	-22%	-8%
33	CC(C)c1cc(=O)n2[nH]c(SCc3ccccc3)nc2n1	3%	-3%	12%	-19%	-5%	0%	10%	-13%	-10%
34	Cc1cccc(CCNC(=O)C2CCN(c3ncnc4c3nc3n4CCCCC3)CC2)c1	3%	-1%	.	-15%	0%	3%	6%[59 µM]	12%	-6%
35	CCOc1ccc2ccccc2c1C(=O)N[C@@H]1C(=O)N2[C@@H]1SC(C)(C)[C@@H]2C(=O)O	41%	-3%	16%	5%&-3%	?	6%&-19%	-31%[59 µM]	-9%&-3%	-17%
36	COc1ccc(N2C(=O)C3C(C2=O)C(C(=O)c2ccccc2)N2CCCC32)cc1 (stereo not given)	-1%	-9%	-4%	0%	?	-30%	10µM*	-3%	-4%

# In the list so far, these contain an aryl thioether with sulfur outside any ring.
item	molecule	POLB inh	BLM helicase inh	APE1 inh	POLI inh	JMJD2A Tudor inh	BAZ2B inh	G9a inh	Pol eta inh	POLK inh
6	CC(C)CC(=O)Nc1ccc2nc(SCC(=O)N3CCCC3)sc2c1	-2%	-2%	.	54%[activator]	-7%	2%	4%[59 µM]	-17%	-6%
22	COc1ccc(CC(=O)NCc2nnc(SCC(=O)Nc3nccs3)n2C)cc1	7%	-1%	0%	-14%	9%	-8%	-37%	-2%	20%
33	CC(C)c1cc(=O)n2[nH]c(SCc3ccccc3)nc2n1	3%	-3%	12%	-19%	-5%	0%	10%	-13%	-10%

# Other structures
item	molecule	POLB inh	BLM helicase inh	APE1 inh	POLI inh	JMJD2A Tudor inh	BAZ2B inh	G9a inh	Pol eta inh	POLK inh
37	O=C1c2ccc(-c3ccc(Cl)c(C(F)(F)F)c3)cc2S(=O)(=O)c2cccc(C(=O)N3CCN(c4ncc(Br)cn4)CC3)c21	.	.	1%	34%[activator]	-30%	.	.	-6%	8%
38	Clc1cc2nc3ccccn3c2cc1Cl	?	-3%	-4%	8%	-11%	-34%	45%[12.7 µM]	9%	-8%
39	CC(C)(C)c1nnc2sc(SCC(=O)N3CCCCC3)nn2c1=O	.	.	3%	-2%	-3%	.	.	-16%	-5%
40	CCC(C)NC(=O)c1cnn2c1NC(c1cccs1)CC2C(F)(F)F (stereo not given)	1%	-5%	1%	2%	7%	4%	32%[12.7 µM]	-18%	-3%
41	CC1(C)CC(=O)c2c(O)cc(OCC(=O)Nc3ccc(S(N)(=O)=O)cc3)cc2O1	31%	-5%	-10%	-27%	-28%	-10%	.	-7%	-4%
42	Cc1ccc(S(=O)(=O)c2cc3c(=O)n4ccccc4nc3n(C3CCCCC3)c2=N)cc1	0%	-9%	14%	34%[activator]	-12%	-13%	.	-9%	-10%
43	CC(=O)Oc1cccc(/C=C2\C=C(c3ccc(C)cc3)OC2=O)c1	15%	-8%	2%	92%[activator]	?	-15%	?	-20%	-14%
44	CSc1c(CN2CCN(C)CC2)c2ccccc2n1C	.	.	.	81%[activator]	-33%	.	.	-11%	2%
45	CCCn1nnnc1SCC(=O)N1C(C)CCCC1C (stereo not given)	31%	-4%	-14%	22%	-16%	-2%	2%	-5%	-19%
46	CCOC(=O)Cn1c(=O)n(CC2CCCO2)c2nc(-c3ccccc3OC)nc(C(N)=O)c21 (stereo not given)	36%[activator]	1%	.	18%	-21%	-13%	9%[59 µM]	-20%	-10%[60.1 µM]
47	CN1CCC(N(C)CC(=O)Nc2ccc3c(c2)OC(F)(F)O3)CC1	10%	-8%	0%	2%	2µM*	45µM*	.	1%	-6%
48	Cc1cc(Nc2ccc(Br)cc2)n2nc(C)nc2n1	15%	5%	13%	-5%	1%	-1%	-15%[59 µM]	-13%	-25%
49	CC(=O)Nc1ccc(S(=O)(=O)N2CCN=C2c2ccccc2)cc1	7%	-10%	0%	37%[activator]	2%	-8%	.	-8%	0%
50	COc1cccc(C=Nc2ccccc2C#N)c1O	9%	-4%	3%	22%	-13%	-3%	8%[59 µM]	-14%	-12%
51	COc1ccccc1CNc1nc(-c2ccco2)nn1S(=O)(=O)c1ccc2ccccc2c1	8%	-8%	.	12%	-32%	?	?	-2%	-21%
